Compound activity deposited in PubChem BioAssay by several laboratories.
PMI act = activators of human phosphomannose isomerase; P34949; purified human PMI, coupled resazurin fluorescence, 20 min; stronger effect = higher value; 1 = vehicle control, 0 substrate-free wells; activation factor at 20 µM; hit rate 0.005% among 190,000; AID 1214;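 active = activation factor of 2 or more at 20 µM, relative to plate controls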
Target sequence (P34949 whole entry, looked up): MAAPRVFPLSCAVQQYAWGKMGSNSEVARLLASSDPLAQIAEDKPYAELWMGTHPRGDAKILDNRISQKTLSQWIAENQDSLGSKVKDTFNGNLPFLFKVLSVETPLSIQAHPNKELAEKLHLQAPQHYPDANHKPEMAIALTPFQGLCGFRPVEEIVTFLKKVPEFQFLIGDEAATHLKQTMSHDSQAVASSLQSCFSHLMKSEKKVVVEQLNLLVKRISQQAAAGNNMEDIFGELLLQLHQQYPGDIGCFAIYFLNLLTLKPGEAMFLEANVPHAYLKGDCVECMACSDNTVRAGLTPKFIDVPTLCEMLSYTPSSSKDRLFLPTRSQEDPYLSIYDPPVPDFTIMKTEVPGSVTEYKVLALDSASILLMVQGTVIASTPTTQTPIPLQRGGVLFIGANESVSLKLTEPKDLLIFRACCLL
Diaph inh CS = inhibits diaphorase or chemically oxidizes, flagging diaphorase assay artifacts | inhibition, % at 20 µM | AID 1217 | diaphorase resazurin-to-resorufin fluorescence, NADH, 16 min; bacterial (C. kluyveri) enzyme, not human | hit rate 0.69% among 190,000;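 active = primary screen inhibition at 20 µM above a set limit, cut at about 50% in these data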;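 note: plate controls were DMSO with full reaction for no effect and wells lacking NADH for full effect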
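Assay system: diaphorase enzyme from Clostridium kluyveri. Quantity: enzyme working solution with 0.14 U/mL diaphorase. Schedule: reaction incubation of 16 min at room temperature. Technique: resorufin fluorescence, excitation 544 nm, emission 590 nm. Controls: No-NADH positive control and DMSO neutral control.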
PMI act hi M6P = increases human PMI activity with near-saturating mannose 6-phosphate; P34949; coupled PMI enzyme assay, resazurin fluorescence, 20 min; stronger effect = higher value; 1 = untreated enzyme, 0 = substrate-free blank; hit rate 0.34% among 190,000; activation factor at 20 µM;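 active = activation factor of 2 or more at 20 µM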
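Material: human phosphomannose isomerase with PGI, G6PDH, diaphorase coupling enzymes / Reagent: Man-6-P substrate 1.0 mM / Dosing: single compound dose of 20 µM, 1% DMSO final / Incubation: enzyme reaction with compound 20 min at room temperature / Signal: resorufin fluorescence (Ex 544/Em 590 nm) from resazurin via diaphorase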
Diaph act CS = activates diaphorase or chemically reduces, flagging diaphorase assay artifacts; Diaphorase/resazurin coupled assay, resorufin fluorescence, 16 min; stronger effect = higher value; 1 = vehicle wells, 0 = NADH-free wells; activation factor at 20 µM; hit rate 0.005% among 190,000; AID 1229;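 active = diaphorase activity raised at least twofold by the compound at 20 µM; inactive = activation factor below 2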
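Measured by – red resorufin fluorescence at 544/590 nm excitation/emission · Test system – Clostridium kluyveri diaphorase, purified enzyme · Incubation – reaction time 16 min, room temperature · Buffer or medium – 50 mM HEPES pH 7.4 with 4.542 mM MgCl2, 0.005% Tween 20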
G6PDH CS = L. mesenteroides G6PDH inhibition counter-screen | Purified L. mesenteroides G6PDH, diaphorase/resazurin coupled fluorescence, 45 min | inhibition, % at 5 µM | hit rate 0.12% among 200,000; in the data active = inhibition above about 50%
PPARg SRC-2 ag = promotes SRC-2 coactivator recruitment by human PPARgamma; PPARgamma LBD-SRC-2 recruitment, biochemical; activation, % at 8 µM; P37231; hit rate 0.34% among 200,000; AID 1032; in the data active = activation above about 22%;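 note: 0% = vehicle and 100% = reference agonist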
SRC2 TRFRET art = counter-screen for PPARgamma SRC-2 recruitment agonists: TR-FRET artefact; stronger effect = higher value; TR-FRET ratio at 8 µM; hit rate 0.4% among 200,000; in the data active = TR-FRET ratio above about 2000; note: inactives centre near 1500
PPARg SRC3 recr = PPARgamma-driven SRC-3 recruitment agonism; P37231; biochemical PPARgamma/SRC-3 coactivator recruitment assay; activation, % at 8 µM; hit rate 0.26% among 200,000; in the data active = activation above about 23%;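 note: 0% = DMSO and 100% = reference agonist; some compounds past the cut are filed as inactive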
S1P3 antagonist = antagonists of human S1P3 receptor. CHO S1P3 NFAT-BLA reporter, FRET fluorescence, antagonist mode. hit rate 0.27% among 170,000. AID 485. inhibition, % at 4.98 µM. Q99500;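 active = inhibition above the plate cutoff, the mean inhibition of test wells on that plate plus 3 SD, cut at about 28% in these data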;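 note: cells challenged with S1P at its EC80 of 0.8 µM; blue over green emission ratio from cleaved BLA substrate after 4 h stimulation; 0% = S1P-stimulated wells and 100% = unstimulated DMSO-only wells; some compounds past the cut are filed as inactive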
Target sequence (Q99500 whole entry, looked up): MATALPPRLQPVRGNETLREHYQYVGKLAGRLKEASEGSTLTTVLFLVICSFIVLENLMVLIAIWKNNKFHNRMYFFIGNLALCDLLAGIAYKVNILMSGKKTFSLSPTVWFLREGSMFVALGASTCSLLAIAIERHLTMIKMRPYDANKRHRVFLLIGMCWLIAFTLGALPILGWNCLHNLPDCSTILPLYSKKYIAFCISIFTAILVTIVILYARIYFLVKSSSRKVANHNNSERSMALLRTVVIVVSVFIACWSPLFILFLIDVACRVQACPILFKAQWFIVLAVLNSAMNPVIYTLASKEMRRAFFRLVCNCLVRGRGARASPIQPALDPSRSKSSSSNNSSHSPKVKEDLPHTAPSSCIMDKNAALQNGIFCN
ROMK mod = modulators of human ROMK potassium channel. P48048. Tet-inducible ROMK, thallium flux fluorescence; actives lie on both sides. B-score at 10 µM. hit rate 2% among 130,000;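 active = signal ratio slope over the read window, or its plate-corrected B-score, at least 3 SD from the plate mean, either direction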;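 note: B-score of the F/F0 ratio slope over 7 to 12 s after thallium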
PPARg SRC1 recr = PPARgamma-driven SRC-1 recruitment agonism; PPARgamma-SRC-1 coactivator recruitment biochemical assay; activation, % at 8 µM; hit rate 0.41% among 200,000; P37231; in the data active = activation above about 19%;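 note: 0% = DMSO and 100% = reference agonist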
An asterisk follows results filed as active; · = not tested or not shown.

SMILES	PMI act	Diaph inh CS	PMI act hi M6P	Diaph act CS	G6PDH CS	PPARg SRC-2 ag	SRC2 TRFRET art	PPARg SRC3 recr	S1P3 antagonist	ROMK mod	PPARg SRC1 recr
CC1(C)[C@@H](O)CC[C@]2(C)[C@H]3C(=O)C=C4[C@@H]5C[C@@](C)(C(=O)O)CC[C@]5(C)CC[C@@]4(C)[C@]3(C)CC[C@@H]12	1.1	9	1.1	0.9	12	2	1557	3	-7	·	7
O=C(Nc1ccc(-c2csc(-c3ccccc3)n2)cc1)c1ccccc1	1	8	1.1	0.9	4	9	1662	11	·	·	5
CCCCC(=O)NCCNc1nc2c(c(=O)n(C)c(=O)n2C)n1Cc1ccc(F)cc1	1.1	-4	1	1	10	5	1542	-2	-10	·	-9
COc1ccccc1-c1cn(C(C)(C)C)nc1C	1	7	1	0.9	4	1	1544	3	-11	-0.12	3
O=C(COc1cccc2ccccc12)NNC(=O)Nc1ccccc1	0.9	8	0.9	0.9	10	4	1580	0	·	·	-3
CCCCNc1c(NC(C)=O)c(=O)oc2ccccc12	1	6	1.1	0.9	10	6	1609	6	5	0.27	3
CC(C)(C)c1ccc(OCC(=O)NNC(=O)Cc2cccs2)cc1	1.1	10	1.1	0.9	0	-1	1417	-7	·	-0.32	-3
CCc1c(C(=O)NNC(=S)NCC2CCCO2)csc1C (centres undefined)	1.1	-3	1	1	4	2	1574	0	-23	0.027	6
COC(=O)c1ccc(OCC(=O)c2ccc(C)c(C)c2)cc1	1	14	1	0.9	2	-2	1425	1	3	·	-4
CCOC(=O)c1oc2ccccc2c1NC(=O)c1cc(OC)cc(OC)c1	0.9	13	1	0.9	12	2	1597	0	11	-0.67	6
COC(=O)c1c(C(=O)OC)c(-c2ccc(Cl)cc2)n2c1CS(=O)(=O)C2	1.2	-3	1.1	1	8	-7	1632	4	-6	0.6	13
Cc1ccc(NC(=O)N2CCC(C(=O)NCc3ccccc3)CC2)cc1	1	-7	1.1	1.1	2	-6	1683	-12	-12	-1.1	4
O=C(CCN1CCCC1)Nc1ccccc1	1	7	0.9	0.9	-2	7	1742	1	·	1.3	0
C=CCn1c(=O)c2ccccc2n2c(SCC(=O)NCc3cccs3)nnc12	1.1	-2	1.1	1	0	-7	1407	-2	-11	·	-2
Cc1cc(C(=O)NCC23CC4CC(CC(C4)C2)C3)c(C)o1	1	12	1	0.9	5	6	1671	2	13	-0.24	3
COC(=O)c1cn(Cc2c(C)cc(C)cc2C)nn1	1.1	-2	1.1	1	-6	1	1562	1	-22	-0.028	1
COc1ccc2o/c(=N\O)c(C(=O)Nc3ccc(C)cc3)cc2c1	0.9	9	0.9	0.9	9	0	1527	5	2	0.71	-8
N#Cc1c2n(c(=S)n(-c3ccccc3)c1=O)CCCCC2	1.1	14	1.1	0.9	8	0	1415	-2	0	-0.035	-6
CCOC(=O)N1CCC(NC(=O)c2ccc3c(c2)sc2nc(-c4ccc(OC)cc4)cn23)CC1	0.9	13	0.9	0.9	6	5	1376	7	17	-0.0093	9
O=C(O)C1C2C=CC(C2)C1C(=O)Nc1ccc(C(=O)N2CCCCC2)c(Cl)c1 (centres undefined)	0.9	10	0.9	0.9	-1	3	1689	2	-6	·	5
O=C(CCN1C(=O)c2ccccc2S1(=O)=O)N1CCN(c2ccccc2)CC1	0.9	20	0.9	0.8	4	8	1562	6	8	·	0
COc1ccc(C(=O)NCc2cn3c(C)csc3n2)cc1OC	1.1	1	1.1	1	5	12	1468	-1	-41	·	3
COc1ccc(-c2csc(C)n2)cc1	1	13	1	0.9	1	-3	1469	-12	·	·	-3
CC1=C(C(=O)OC(C)C)C(c2c(O)ccc3ccccc23)NC(=O)N1 (centres undefined)	1	16	0.9	0.8	-8	2	1681	11	-30	·	0
COc1cccc(-c2nnc(SCN3C(=O)c4ccccc4C3=O)n2C)c1	1	2	1	1	-6	4	1779	3	-7	-0.31	1
The list continues:
SMILES	PMI act	Diaph inh CS	PMI act hi M6P	Diaph act CS	G6PDH CS	PPARg SRC-2 ag	SRC2 TRFRET art	PPARg SRC3 recr	S1P3 antagonist	ROMK mod	PPARg SRC1 recr
COc1ccc(NC(=O)c2nn(C)c(=O)c3ccccc23)cc1S(=O)(=O)Nc1ccccc1Cl	0.9	9	1	0.9	5	2	1510	4	-2	-0.17	3
CCc1ccc2c(c1)CCCN2C(=O)c1ccccc1C(=O)O	1	13	1.1	0.9	10	-10	1467	-6	-12	0.2	0
O=C(CCc1nnc(CCC2CCCCC2)o1)NCCc1ccccn1	1	1	1	1	1	6	1438	-1	3	-0.32	2
Cc1ccc(C(=O)N2C3C=CC(C3)C2(C(F)(F)F)C(F)(F)F)cc1 (centres undefined)	1.1	5	1	0.9	-2	-11	1533	-5	·	·	-6
Cc1cc(C(=O)CN2CCCCC2)c(C)n1-c1ccc(F)cc1	0.9	13	0.9	0.9	15	-2	1505	0	0	·	-7
COc1ccccc1N/C=C/C(=C(C#N)C#N)N(C)C	1	4	0.8	1	20	-1	1398	-1	-8	·	0
O=C(O)CCCNc1ccc([N+](=O)[O-])c(NCCCC(=O)O)n1	1	3	0.7	1	20	11	1552	6	-9	0.14	6
N#Cc1cccn1-c1nccc(-c2cccs2)n1	1	14	1	0.9	-9	9	1704	1	-10	-0.78	12
O=C(c1ccc(-c2cc3ccccc3oc2=O)cc1)N1CCN(c2ccc(Cl)cc2[N+](=O)[O-])CC1	1	8	1	0.9	-22	11	1592	3	-6	-0.13	3
C=CCn1c(C)cc(C(=O)COc2ncnc3sccc23)c1C	0.9	20	0.9	0.8	2	-7	1441	-4	-17	·	-6
CC1=NN(C(N)=S)C(=O)C1N=Nc1ccc(C)cc1C (centres undefined)	1.1	12	1	0.9	4	12	1644	6	·	0.46	2
Cc1ccc(OCCNC(=O)/C=C/c2ccco2)cc1C	0.9	14	1	0.9	12	4	1402	1	-1	·	-8
Cc1ccc(-c2csc3ncn(CC(=O)N4CCOCC4)c(=O)c23)cc1C	1	0	1	1	7	1	1582	-2	·	-1.2	3
Cc1cccc(Cc2nnc(CCC(=O)N3CCCCC3c3nccs3)o2)c1 (centres undefined)	0.9	10	1	0.9	1	5	1465	7	13	·	4
Cc1cc(=O)[nH]c(NN=C2CCC(C(C)(C)C)CC2)n1 (centres undefined)	1.5	0	1.2	1	1	2	1779	3	-11	-1.6	9
CC(C)CC(C(=O)OCC(=O)Nc1cccc(Cl)c1)N1C(=O)C2CC=CCC2C1=O (centres undefined)	0.8	28	0.9	0.7	4	5	1531	3	-7	·	7
Cn1cc(S(=O)(=O)CC(=O)Nc2ccc(Br)cc2)c2ccccc21	1	17	1	0.8	10	7	1619	5	14	·	10
NS(=O)(=O)c1ccc(CCNC(=O)CSc2nnc3ccccn23)cc1	0.9	10	0.9	0.9	11	5	1808	1	1	-0.36	6
CCOC(=O)Cn1nc(C)c(NC(=O)c2ccc(Cl)c([N+](=O)[O-])c2)c1C	1.1	6	1	0.9	-3	0	1495	3	-8	-1.6	5
Cc1cccc(Nc2cc(=O)[nH]c(=O)[nH]2)c1C	0.9	7	1	0.9	-7	11	1801	5	-9	·	6
C=CCOn1c(=O)c(-c2cc3ccccc3o2)[n+]([O-])c2ccccc21	0.9	13	0.9	0.9	-5	2	1544	4	·	-0.64	10
Cc1ccccc1C(=O)NNC1=NCCC1	1	10	1	0.9	-1	0	1714	1	·	-0.59	5
Cc1ccc(C(=O)N/C(=C\c2ccccc2F)c2nc(=S)[nH][nH]2)cc1	1.3	51*	1.3	0.5	4	5	1669	5	-13	1.5	9
CC(C)(C)c1nc2scc(-c3cccs3)c2c(=O)o1	0.9	3	1	1	-1	1	1484	0	-2	·	5
Nc1c(NCCC2=CCCCC2)c(=O)[nH]c(=O)n1Cc1ccccc1	0.9	7	0.9	0.9	10	9	1693	1	-9	0.71	6
(more compounds)
SMILES	PMI act	Diaph inh CS	PMI act hi M6P	Diaph act CS	G6PDH CS	PPARg SRC-2 ag	SRC2 TRFRET art	PPARg SRC3 recr	S1P3 antagonist	ROMK mod	PPARg SRC1 recr
COc1cc(/C=N/N2C(=O)c3ccccc3NC2(C)c2cccc([N+](=O)[O-])c2)cc(Br)c1O (centres undefined)	0.9	20	0.8	0.8	5	5	1617	7	·	·	12
CC(C(=O)NCC1CCCCC1)N(C)Cc1cccc(Cl)c1 (centres undefined)	1	5	0.9	1	3	13	1787	-1	16	-0.59	1
CSc1ccc(S(=O)(=O)NCCSC(C)(C)C)cc1	0.9	10	1	0.9	12	5	1288	-11	·	-1.3	0
O=C(NC1(C(F)(F)F)NC(=O)N(CCc2ccccc2)C1=O)C1CC1 (centres undefined)	1	5	1	0.9	3	8	1663	5	-4	·	2
Cc1c(NC(=O)CSc2ccc(Cl)cc2)c(=O)n(-c2ccccc2)n1C	1	7	1	0.9	8	-5	1414	-4	1	-0.57	3
O=C(CCC1COc2ccccc2O1)NCC1COc2ccccc2O1 (centres undefined)	0.8	20	0.8	0.8	11	-1	1735	-8	-21	·	-1
Cc1ccc(C(NC(=O)N2CCOCC2)C(Cl)Cl)cc1F (centres undefined)	1.2	12	1.4	0.9	-7	5	1756	1	5	·	-1
O=C(NC(=S)Nc1ccc2[nH]ncc2c1)c1ccccc1	0.9	14	1	0.9	8	5	1564	-7	·	-0.45	-4
COC(=O)c1ccc(CSc2nc3sc(C(=O)O)c(C)c3c(=O)[nH]2)cc1	1	7	1	0.9	-1	6	1729	7	-6	0.045	8
CCOC(=O)N1CCN(C(=O)CSc2nnc(-c3ccc(C(C)(C)C)cc3)o2)CC1	0.8	29	0.8	0.7	-34	4	1747	7	10	·	12

Diaph inh CS: what is marked active above
SMILES | PMI act | Diaph inh CS | PMI act hi M6P | Diaph act CS | PPARg SRC-2 ag | PPARg SRC3 recr | S1P3 antagonist | ROMK mod | PPARg SRC1 recr
Cc1ccc(C(=O)N/C(=C\c2ccccc2F)c2nc(=S)[nH][nH]2)cc1 | 1.3 | 51* | 1.3 | 0.5 | 5 | 5 | -13 | 1.5 | 9

Quoted from the listing.
PPARg SRC1 recr, Cc1ccc(C(NC(=O)N2CCOCC2)C(Cl)Cl)cc1F (centres undefined) reads -1
Diaph act CS, Cc1c(NC(=O)CSc2ccc(Cl)cc2)c(=O)n(-c2ccccc2)n1C reads 0.9
PPARg SRC-2 ag, COC(=O)c1ccc(CSc2nc3sc(C(=O)O)c(C)c3c(=O)[nH]2)cc1 reads 6

An excerpt from above in order of the Diaph inh CS value, low to high:
smiles,Diaph inh CS
CCCCNc1c(NC(C)=O)c(=O)oc2ccccc12,6
NS(=O)(=O)c1ccc(CCNC(=O)CSc2nnc3ccccn23)cc1,10
O=C(CCN1C(=O)c2ccccc2S1(=O)=O)N1CCN(c2ccccc2)CC1,20
